Screening data from PubChem BioAssay.
Pol beta inh – blocks human DNA polymerase beta activity | Pol beta primer extension/strand displacement, fluorescence kinetic | Potency, µM (highest dose often 114 µM), inactives show at the top dose activity change, negative = inhibition, hits mostly inhibitors | hit rate 1.3% among 340,000; further: potency means the concentration at half of the fitted maximal effect; on the % scale 0 is the no-effect control and ±100 the full control effect
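Preincubation: enzyme (10 nM) with compound, 15 min, RT. Reaction: substrate added to 50 nM final. Reads: 0 and 10 min. Analysis: normalized, Hill fit.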
Pol iota inh – inhibitors of human DNA polymerase iota; Pol iota fluorescent replication assay, 10 min; Potency, µM (highest dose often 115 µM), without a hit: at the top dose activity, negative = inhibition, most hits filed as inhibitors; hit rate 1% among 390,000; further: potency means the concentration at half of the fitted maximal effect
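Pol iota at 10 nM preincubated 15 min with compounds at room temperature; reaction started with fluorescent substrate, 50 nM final. Fluorescence read kinetically at 0 and 10 min; buffer-only wells as negative control.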
Pol eta inh – inhibitors of human DNA polymerase eta; Potency, µM (top dose mostly 114 µM), without a hit: top-dose activity change, negative = inhibition, most hits filed as inhibitors; hit rate 1.2% among 390,000; Q9Y253; recombinant Pol eta, fluorescent DNA replication assay; further: potency means the concentration at half of the fitted maximal effect; on the % scale 0 is the no-effect control and ±100 the full control effect
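Fluorescent replication assay: 50 nM final substrate added after a 15 min room-temperature compound preincubation with 10 nM enzyme. Signal taken at 0 min and again at 10 min.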
APE1 inh – blocks human APE1 abasic DNA cleavage; P27695; recombinant APE1, TAMRA/BHQ-2 abasic DNA cleavage fluorescence; Potency, µM (top dose mostly 65.8 µM), without a hit: at the highest dose activity change, negative = inhibition, usual class: inhibitors; hit rate 0.35% among 350,000; AID 2517;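 further: potency means the concentration at half of the fitted maximal effect; plate controls were vehicle for no effect and reference inhibitor for full effect; nearly all actives have a fitted effect of over 55% in size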
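APE1 at 0.75 nM preincubated 15 min at room temperature with compound. Reaction then started with 50 nM double-stranded THF-abasic substrate labelled with TAMRA/BHQ-2, and 525/598 nm fluorescence read kinetically. Activity taken as third-minus-first read difference, normalized to DMSO and NSC13755 controls.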
POLK inh – DNA polymerase kappa (human) inhibition | Q9UBT6 | purified Pol kappa, fluorescent DNA synthesis assay, 10 min | Potency, µM (highest dose often 107 µM), for the others: at the highest dose activity, negative = inhibition, hits mostly inhibitors | hit rate 0.53% among 400,000 | AID 588579; further: potency means the concentration at half of the fitted maximal effect; on the % scale 0 is the no-effect control and ±100 the full control effect
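Kinetic fluorescence readout at 0 and 10 min followed reaction start with substrate at 50 nM final. Beforehand, enzyme (10 nM Pol kappa) stood 15 min with compound at room temperature; buffer-only wells were negative controls.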
PGK inhibitor – inhibitors of T. brucei phosphoglycerate kinase; PGK/GAPDH coupled, Kinase-Glo luminescence, 60 min; Potency, µM (doses to about 57.5 µM), for inactives: at the highest dose activity change, negative = inhibition, actives largely listed as inhibitors; P07378; hit rate 0.043% among 380,000; further: potency means the concentration at half of the fitted maximal effect; on the % scale 0 is the no-effect control and ±100 the full control effect; nearly all actives have a fitted effect of over 60% in size
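Recombinant glycosomal PGK reaction used 1,3-bisphosphoglycerate generated in-well by GAPDH (100nM final) in 100mM TEA pH 7.6, 5mM MgCl2, 0.01% Tween-20. After 60 minutes at room temperature, ATP was read by Kinase-Glo Plus luminescence end-point.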
Anesthetic bind – candidate novel general anesthetic via apoferritin binding | hit rate 0.074% among 350,000 | P02791 | AID 485281 | apoferritin/1-aminoanthracene competitive binding, fluorescence | Potency, µM (highest dose often 77.5 µM), without a hit: at the highest dose activity change, negative = displacement, hits mostly inhibitors; further: potency means the concentration at half of the fitted maximal effect; on the % scale 0 is the no-effect control and ±100 the full control effect; nearly all actives have a fitted effect of over 20% in size
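Steps: apoferritin (10 uM) was premixed with half-saturated 1-AMA in PBS, compounds were pin-transferred, plates stood 10 min at room temperature, fluorescence was read at 380/535 nm, and curves were fitted with a Hill equation.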
BLM helicase inh – blocks DNA unwinding by human BLM helicase; Potency, µM (series often up to 56.1 µM), without a hit: at the top dose activity change, negative = inhibition, actives largely listed as inhibitors; P54132; recombinant BLM DNA unwinding, fluorescence dequenching; AID 2528; hit rate 0.2% among 350,000;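 further: potency means the concentration at half of the fitted maximal effect; plate controls were vehicle for no effect and no enzyme for full effect; nearly all actives have a fitted effect of over 35% in size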
Target sequence (P54132 whole entry, looked up): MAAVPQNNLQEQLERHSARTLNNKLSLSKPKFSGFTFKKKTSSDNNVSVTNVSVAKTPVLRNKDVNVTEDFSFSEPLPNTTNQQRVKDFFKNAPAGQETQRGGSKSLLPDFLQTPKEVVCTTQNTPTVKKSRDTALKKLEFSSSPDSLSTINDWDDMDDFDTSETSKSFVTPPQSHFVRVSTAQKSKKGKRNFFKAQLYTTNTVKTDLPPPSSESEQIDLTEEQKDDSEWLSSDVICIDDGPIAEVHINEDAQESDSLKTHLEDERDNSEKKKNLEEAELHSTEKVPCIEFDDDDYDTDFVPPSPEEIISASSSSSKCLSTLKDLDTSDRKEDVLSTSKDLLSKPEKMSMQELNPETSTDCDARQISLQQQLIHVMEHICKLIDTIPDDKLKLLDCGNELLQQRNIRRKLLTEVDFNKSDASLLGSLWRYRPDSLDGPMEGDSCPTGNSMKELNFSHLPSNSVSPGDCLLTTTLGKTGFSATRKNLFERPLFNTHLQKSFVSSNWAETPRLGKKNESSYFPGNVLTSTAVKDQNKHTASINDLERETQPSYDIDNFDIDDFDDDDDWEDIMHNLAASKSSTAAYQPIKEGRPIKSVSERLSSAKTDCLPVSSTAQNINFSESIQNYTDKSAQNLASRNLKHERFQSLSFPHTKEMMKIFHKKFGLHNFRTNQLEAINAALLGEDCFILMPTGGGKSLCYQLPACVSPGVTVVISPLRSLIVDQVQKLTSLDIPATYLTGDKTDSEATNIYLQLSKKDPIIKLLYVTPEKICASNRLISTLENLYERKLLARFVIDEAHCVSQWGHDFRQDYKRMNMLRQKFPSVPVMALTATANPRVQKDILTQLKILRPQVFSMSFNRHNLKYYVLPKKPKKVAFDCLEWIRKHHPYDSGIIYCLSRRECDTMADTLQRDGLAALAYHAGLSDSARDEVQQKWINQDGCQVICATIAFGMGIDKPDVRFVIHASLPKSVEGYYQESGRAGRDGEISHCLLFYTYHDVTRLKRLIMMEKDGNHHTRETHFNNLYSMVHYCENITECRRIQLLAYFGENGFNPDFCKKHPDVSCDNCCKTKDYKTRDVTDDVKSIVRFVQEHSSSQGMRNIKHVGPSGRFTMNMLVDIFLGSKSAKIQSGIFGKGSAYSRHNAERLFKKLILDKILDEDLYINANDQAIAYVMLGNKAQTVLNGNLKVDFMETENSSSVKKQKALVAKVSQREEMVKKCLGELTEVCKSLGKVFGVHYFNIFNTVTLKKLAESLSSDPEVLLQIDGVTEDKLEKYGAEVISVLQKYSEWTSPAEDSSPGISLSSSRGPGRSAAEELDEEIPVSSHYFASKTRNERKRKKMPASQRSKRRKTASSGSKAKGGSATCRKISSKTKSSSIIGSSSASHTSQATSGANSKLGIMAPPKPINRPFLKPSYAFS
RXFP1 antag – RXFP1 (human) relaxin receptor antagonism | hit rate 0.59% among 350,000 | activity change, negative = inhibition, % at 57.5 µM | HEK293-RXFP1, relaxin-stimulated cAMP HTRF, 30 min; active compounds read low | Q9HBX9;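 active means activity change of -60% or lower, but not beyond a set lower limit; inconclusive means change between -60% and -40%, or beyond the set limit; inactive means change above -40%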; further: on the % scale 0 is the no-effect control and ±100 the full control effect
Active calls of the source: *; i = inactive; ? = inconclusive; . = not tested or not shown; & = joins results of further samples; [ ] = dose if it differs, or a comment. Unless noted, the call rests on the fitted dose curve; in most records, active means well fitted curve in the direction sought with a large enough effect; inconclusive means small, poorly fitted or top-dose-only effect, or another doubt; inactive means no such curve, though single readings can be large; an effect the other way counts as inactive or inconclusive. Only part of the results is shown, so the mix of outcomes need not match the whole.

SMILES	Pol beta inh	Pol iota inh	Pol eta inh	APE1 inh	POLK inh	PGK inhibitor	Anesthetic bind	BLM helicase inh	RXFP1 antag
Cc1nn(-c2ccccc2)c2sc(C(=O)Nc3ccc(Cl)cc3Cl)cc12	-1%	4%	.	.	-11%	.	3%	-20%	-3
CN1CCN(C(=O)c2ccc(N(C)S(=O)(=O)c3cccs3)cc2)CC1	12%	-5%	-3%	-2%	-7%	-11%	-9%	-3%	3
CC1CCCN(CCCNC(=O)c2nn(C)c3c2CSc2ccccc2-3)C1 (stereo not drawn)	9%	53%[activator]	-16%	-1%	-7%	3%	2%	-11%	24
Cc1ccc(C)c(OCC(=O)Nc2sc3c(c2C#N)CCCC3)c1C	27%	17%	-8%	.	-7%	7%	-15%	-7%	1
Cc1cc(N/N=C2/CCCc3ccccc32)nc2ccccc12	0%	12%	-5%	?	-4%	7%	-10%	-4%	-12
CCOc1ccc(C(=O)N2CCCN(C(=O)c3ccc(OCC)cc3)CC2)cc1	4%	16%	7%	0%	0%	-5%	2%	-1%	-1
CCn1cc(SCC(=O)NCc2ccc3c(c2)OCO3)c2ccccc21	0%	?	-18%	2%	-24%	-2%	0%	-7%	-12
CCOc1ccc(C2NC(=O)c3sc(=S)n(-c4ccccc4)c3N2)cc1 (stereo not drawn)	21%	35%[activator]	-19%	14%	-18%	-9%	-9%	-11%	-9
COc1ccccc1NC(=O)Cc1nnc(SCC(=O)NC2=NCCS2)n1C	3%	23%	3%	77%[activator]	-13%	6%	-4%	-8%	15
Cc1cc(NS(=O)(=O)c2ccc(NC(=O)c3cc4ccccc4o3)cc2)nc(C)n1	33%	-13%	-7%	0%	3%	0%	-14%	1%	-13
CCN(CC)CCSc1nc2c([nH]1)c(=S)n(C)c(=O)n2C	.	13%	-5%	.	-14%	2%	.	.	-7
CCOC(=O)c1c(C)n(-c2ccccc2)c2ccc(OC(=O)c3cccc(OC)c3OC)cc12	22%	-26%	-7%	.	0%	-7%	-16%	-10%	-10
O=C(COC(=O)COc1ccccc1)Nc1cccnc1Cl	.	42%[activator]	?	0%	-4%	7%	.	.	-2
Cc1ccc(NC(=O)c2cccc3c2-c2ccccc2C3=O)cc1C	4%	-9%	-14%	-6%	-13%	-8%	?	-9%	-6
CC(C)C(=O)Nc1nnc(Cc2ccccc2)s1	13%	22%	-1%	16%	-4%	-9%	-17%	-4%	8
Cc1c(C(=O)Nc2nnc(C3CC3)s2)oc2c(Cl)cccc12	.	3%	?	46%[activator]	-3%	i	.	.	-6
CC(=O)/C(C#N)=C1\NC(=O)C(Cc2ccccc2C)S1 (stereo not drawn)	-24%	47%[activator]	-8%	0%	3%	i	0%	-1%	-23
CCCOc1ccc(C(=O)Nc2cccc(NC(=O)c3ccc(Cl)cc3Cl)c2)cc1	-2%	20%	-13%	.	-8%	7%	-6%	-6%	-19
CCOC(=O)C1CCN(CC(=O)c2c(C)[nH]c3cc(C)ccc23)CC1	2%	-8%	-17%	2%	-9%	-2%	-15%	3%	-11
Cc1ccc2nc(N3CCN(c4cccc(C)c4C)CC3)c3nncn3c2c1	20%	13%	-2%	.	7%	-4%	-12%	-4%	-14
Cc1c(CNC2CCCCC2)c(C(=O)O)c(C)n1Cc1cccc(Cl)c1	17%	29%	-10%	.	-13%	i	-12%	-2%	-9
CCOc1ccc(-n2c(=O)c3ccccc3c3ccccc3c2=O)cc1	-4%	42%[activator]	-8%	-1%	-13%	-3%	-4%	-6%	-33
CCn1c(CN2CCOCC2)nnc1SCC(=O)Nc1ccccc1C	30%	149%[activator]	-12%	15%	9%	-4%	-1%	-4%	-27
CCCCC(=O)N(CCOC)c1nnc(-c2cccnc2)s1	10%	45%[activator]	-10%	-1%	0%	i	-14%	1%	10
C=CCOc1c2ccc(C(=O)NCc3ccccc3OC)cc2nn1C	1%	-13%	-3%	18%	-7%	-4%	-9%	-3%	.
COC(=O)CN1C(=O)N/C(=C/c2cc3c(cc2OC)OCO3)C1=O	24%	68%[activator]	-17%	-10%	-10%	-1%	5%	-2%	-17
CCOc1ccc(NC(=O)c2ccncc2)cc1	-27%	17%	-6%	4%	-16%	3%	5%	-2%	12
O=C(NC(=S)Nn1cnc2c(cnn2-c2ccccc2)c1=O)c1ccc(Oc2ccccc2)cc1	?	59%[activator]	-20%	10%	8%	-4%	-9%	-1%	.
Cc1c(CC(=O)NCCCC(=O)O)c(=O)oc2cc3oc4c(c3cc12)CCCC4	-1%	98%[activator]	-16%	-10%	-6%	-3%	8%	3%	2
O=C(COc1ccc2ccccc2c1)NNC(=O)Nc1ccc(F)cc1F	?	?	-15%	?	-15%	-5%	-2%	-11%	5
COc1ccc(-n2nc([N+](=O)[O-])c(=NCc3cccnc3)n2O)cc1	7%	-2%	-16%	1%	4%	i	-16%	-1%	.
COc1ccc(CNC(=O)COC(=O)/C=C/c2cccc(Br)c2)cc1	48%[activator]	14%	-10%	-3%	16%	-11%	-11%	-1%	-13
COc1cc(/C=C/C(=O)c2ccc3c(c2)OCO3)cc(Cl)c1O	40µM*	20µM*	40µM*	-5%	?	-1%	-9%	-11%	-11
CCCCS(=O)(=O)c1oc(-c2cccs2)nc1S(=O)(=O)c1ccccc1	3%	-4%	-14%	.	6%	i	?	-3%	?
O=C(NCc1cccnc1)c1cccc(-c2cc3ccccc3oc2=O)c1	-1%	31%[activator]	-14%	5%	-6%	-3%	-11%	-4%	2
COc1ccc(CCNC(=O)CCCn2c(=O)c3cccn3c3ccccc32)cc1OC	?	39%[activator]	-7%	.	-1%	6%	-3%	-1%	-6
CCOC(=O)c1c(NC(=O)c2nc(S(C)(=O)=O)ncc2Cl)sc(C(C)=O)c1C	-2%	2%	79µM*	.	4%	1%	1%	-13%	-16
COc1ccc(Cc2nnc(SCC(=O)N(C)CC(=O)Nc3ccc(C)cc3)o2)cc1	.	26%	-20%	16%	-13%	3%	.	.	-5
CCOC(=O)C1=C(COC(=O)/C=C/c2ccc(SC)cc2)NC(=O)NC1C (stereo not drawn)	.	18%	4%	-8%	1%	-7%	.	.	-76*
CC(=O)N1CCc2c(sc(NC(=O)Cc3ccc(F)cc3)c2C#N)C1	-5%	?	0%	-9%	-7%	-8%	23%	-1%	8
CCCCC(Sc1nc2cc3c(cc2c(=O)n1CCCC(=O)NCc1ccc2c(c1)OCO2)OCO3)C(=O)OCC (stereo not drawn)	-1%	5%	-17%	.	3%[60.1 µM]	-1%	-14%	1%	-8
COc1ccc(C)cc1NC(=O)Nc1cccc(C(=O)O)c1	-28%	0%	1%	2%	-14%	-9%	-3%	-1%	-23
COc1cccc2c1Oc1ncccc1N(C(=O)Nc1ccc(F)c(Cl)c1)C2	6%	26%	-18%	.	4%	0%	2%	-1%	-6
O=C(N/N=C/c1cccs1)c1ccccn1	1%	27%	-1%	17%	-3%	.	-4%	-1%	-8
COc1ccc(NC(=S)N(Cc2ccc(C(=O)O)cc2)Cc2ccc(OC)c(OC)c2)cc1	-1%	29%	-6%	3%	5%	4%	1%	0%	-19
CC(=O)n1cc(Nc2ccccc2C(=O)O)c2ccccc21	31%[activator]	27%	2%	-8%	-12%	-1%	48%[activator]	0%	13
Cn1c(=O)c([N+](=O)[O-])c(Cl)c2ccccc21	-29%	178%[activator]	1%	-3%	2%	-9%	-9%	-5%	-80*
CC(C)(C)NC(=O)C(=O)NNC(=O)c1ccco1	0%	19%	-6%	-1%	9%	-10%	-4%	-1%	2

Quoted at random: 2 records from the list
SMILES	Pol beta inh	Pol iota inh	Pol eta inh	APE1 inh	POLK inh	PGK inhibitor	Anesthetic bind	BLM helicase inh	RXFP1 antag
CC(C)(C)NC(=O)C(=O)NNC(=O)c1ccco1	0%	19%	-6%	-1%	9%	-10%	-4%	-1%	2
CCOC(=O)c1c(NC(=O)c2nc(S(C)(=O)=O)ncc2Cl)sc(C(C)=O)c1C	-2%	2%	79µM*	.	4%	1%	1%	-13%	-16

Additional records
SMILES	Pol beta inh	Pol iota inh	Pol eta inh	APE1 inh	POLK inh	PGK inhibitor	Anesthetic bind	BLM helicase inh	RXFP1 antag
Cc1ccn2c(CNCCn3cccn3)c(C(=O)N3CCCCCC3)nc2c1	10%	19%	-10%	0%	-5%	-5%	-1%	-1%	-5
Cc1ccc(-c2nn(-c3ccc(F)cc3)cc2C(=O)N2CCN(C3CCS(=O)(=O)C3)CC2)cc1 (stereo not drawn)	.	3%	-8%	11%	-6%	i	.	.	9
Cc1[nH]c(=O)c(C#N)cc1-c1ccncc1	14%[57.1 µM]	3%[58.9 µM]	-6%[57.1 µM]	17%	-8%[60.1 µM]	-5%	-2%	-3%	1&25
Cc1csc(NC(=O)COCC(=O)O)c1-c1nc2ccccc2s1	0%	?	-14%	-6%	1%	-6%	1%	-9%	-4
O=C(NC1CCCCC1)N(Cc1nc2ccccc2c(=O)[nH]1)C1CCCC1	-2%	47%[activator]	-4%	-2%	-6%	i	-19%	-1%	-3
COc1cc(OC)cc(C(=O)N[C@H](C(=O)Nc2nc3ccc(S(C)(=O)=O)cc3s2)C(C)C)c1	9%	41%[activator]	-16%	6%	-7%	i	-15%	-10%	-8
CN1C(=O)/C(=C/c2cn(CC(=O)NCc3ccco3)c3ccccc23)NC1=S	-10%	.	.	4%	.	.	-8%	-8%	.
COc1ccc(C2=[N+]([O-])C(C)(C)N(O)C2C)cc1 (stereo not drawn)	17%	14%	-1%	6%	1%	-7%	1%	4%	3
O=C(CCNC(=O)c1ccco1)NCCc1ccc(Cl)cc1	10%	-26%	-6%	17%	-7%	-4%	-5%	-11%	-8
CCOc1cc(/C=C2\C(=O)N(c3cccc(C(F)(F)F)c3)C(=O)c3ccccc32)ccc1O	0%	9%	?	2%	-6%	0%	-8%	-7%	-33
O=C(C1CCCC1)N1CCN=C1SCc1cccc([N+](=O)[O-])c1	0%	82%[activator]	-4%	-6%	-3%	i	?	1%	0
CC(C)(C)NC(=O)CSc1nc(O)cc(=O)n1-c1ccccc1F	-25%	?	-4%	-2%	-23%	1%	-18%	-2%	4
